Compound activity: PubChem, Southern Research Specialized Biocontainment Screening Center
M. tuberculosis: growth inhibition of non-replicating M. tuberculosis (AID 488890); Mycobacterium tuberculosis non-replicating, growth inhibition; higher % means a stronger effect; inhibition, % at 25 µM, or IC50 in µM where a hit was titrated; 320,000 compounds, 0.39% hits; in the data active = a potency from the dose series; inconclusive = inhibition mostly from about 82% at the one dose, without a potency; inactive = the rest, 99 in 100 with inhibition below about 76%;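 note: plate controls were DMSO cells for no effect and high antibiotic wells for full effect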
VEEV TC-83 Vero: inhibitors of VEEV TC-83 cytopathic effect, confirmation, Vero cells (AID 588727); inhibition, % at 20 µM, or IC50 in µM where a hit was titrated; Vero cells, VEEV TC-83 cytopathic effect inhibition; higher % means a stronger effect; 350,000 compounds, 0.13% hits; in the data active = a potency from the dose series; inconclusive = inhibition mostly from about 14% at the one dose, without a potency; inactive = the rest, 99 in 100 with inhibition below about 12%; note: strong numbers were not always called active
H37Rv inhibition: M. tuberculosis growth inhibition, HTS (AID 449762). 330,000 compounds, 0.59% hits. M. tuberculosis H37Rv growth inhibition, 7H9 media; higher % means a stronger effect. inhibition, % at 25 µM, or IC50 in µM where a hit was titrated; in the data active = a potency from the dose series; inconclusive = inhibition above about 70% without an active follow-up result;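 note: bacterial growth assessed after seven days of incubation; strong numbers were not always called active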
Salmonella PhoP GFP: PhoP regulon inhibitors, Salmonella typhi PhoP promoter GFP reporter, confirmatory (AID 1850). Salmonella Typhi PhoP-promoter GFP reporter, fluorescence, 4 h; higher % means a stronger effect. inhibition, % at 50 µM, or IC50 in µM where a hit was titrated. 310,000 compounds, 0.33% hits; in the data active = a potency from the dose series; inconclusive = inhibition mostly from about 25% at the one dose, without a potency; inactive = the rest, 99 in 100 with inhibition below about 19%;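 note: 0% = induced wells with vehicle and 100% = uninduced wells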
H1N1 NS1A inhibition: H1N1 influenza NS1A inhibitors, functional cell based assay (AID 504329); 340,000 compounds, 0.3% hits; NS1A functional cell-based assay, percent inhibition; higher % means a stronger effect; inhibition, % at 12.5 µM; hits with a dose series show IC50 in µM; in the data active = a potency from the dose series; inconclusive = inhibition above about 27% without an active follow-up result; note: strong numbers were not always called active
VEEV TC-83 Vero 10K pilot screen: further read-out of VEEV TC-83 Vero, marked with its call; inhibition, %; measured here: 10K pilot screen inhibition
Active calls of the source: *; i = inactive; ? = inconclusive; . = no result given.

SMILES	M. tuberculosis	VEEV TC-83 Vero	H37Rv inhibition	Salmonella PhoP GFP	H1N1 NS1A inhibition	others
CC(=O)Nc1sc2c(c1CN1CCN(c3ccc(F)cc3)CC1)CCCC2	14%	4.3%	?	2%	1%
CCOC(=O)C1CCN(c2nc3ccccc3nc2C(C#N)C(=O)OC(C)C)CC1 (stereo not given)	-3%	0.2%	-18%	-51%	2%
CCCCCCSC1=C(C#N)C(c2ccccc2)CC(=O)N1 (stereo not given)	11%	0.9%	4%	1%	1%
Cc1cccc(N2C(=O)C3C4C=CC(C4)C3C2=O)c1 (stereo not given)	-10%	1.7%	-6%	2%	-6%
CC(C)CNC(=O)N[C@@H](CC(C)C)C(=O)O	2%	0.4%	7%	-7%	4%
Cc1ccc(S(=O)(=O)N2CCC(NC(=O)C3CCCCC3)CC2)cc1	0%	i	5%	0%	6%
C=CCN=C1SC(C)(C)C(=O)N1S(=O)(=O)c1ccc(C)cc1	-5%	i	2%	8%	-12%
Cc1cc(CN(C)C)c(O)c(C2(C)CCCCC2)c1	101%	3.2%	-9%	-5%	7%
Cc1nnc(NC(=O)CC(CN(C)S(=O)(=O)c2ccccc2)c2ccccc2)s1 (stereo not given)	.	7.5%	-11%	-5%	10%
COc1ccc(C(=O)NN/C(C)=C/C(=O)c2ccccc2)cc1	1.3µM*	0.6%	9%	8%	-5%
COc1cccc(OC)c1C(=O)Nn1c(C2CCC2)nc2ccccc2c1=O	10%	9.8%	3%	4%	-10%
COc1ccc(CC2CCOC2=O)cc1 (stereo not given)	11%	2.2%	-10%	14%	-13%
Cc1ccc2c(c1)-n1c(nc3ccc(C)cc3c1=O)C(Cc1ccccc1)NC2=O (stereo not given)	20%	.	7%	.	.
Cc1cccc(N2CCN(C(=O)c3ccc(CS(=O)Cc4cccc(Cl)c4)o3)CC2)c1C (stereo not given)	28%	11%	8%	-20%	-4%
CC1CN(S(=O)(=O)Cc2ccccc2)CC(C)O1 (stereo not given)	-2%	1.7%	-8%	-3%	-3%
COc1cc(C(=O)NC2CCN(C)CC2)ccc1Nc1ncc2c(n1)N(C1CCC(O)CC1)CCC(=O)N2C (stereo not given)	-3%	0.2%	0%	.	0%
CCCC(c1nnnn1CC1CCCO1)N1CCN(c2ccccc2)CC1 (stereo not given)	-5%	i	-9%	-1%	-7%
O=C(CCC(=O)N(CC(=O)NC1CCCC1)C1CCCC1)Nc1ccccn1	-9%	1.1%	6%	11%	-2%
Cc1ccc(-c2cc(C(=O)NC3CCCC3)no2)cc1	26%	1.8%	3%	-1%	5%
COc1cc2c(cc1OC)CN(C(=O)c1cccc(S(=O)(=O)N3CCc4ccccc43)c1)CC2	43%	19µM*	-7%	.	-2%
COc1ccc2[nH]c(=S)cc(C)c2c1	-9%	0.8%	4%	-2%	1%
COc1ccc(NC(=O)CC2C(=O)N(c3ccc(F)cc3)C(=S)N2NC(=O)c2ccccc2)cc1 (stereo not given)	-10%	1.3%	-1%	-7%	-13%
CCOC(=O)c1c(C)[nH]c(C(=O)OCC(=O)Nc2sccc2C(N)=O)c1C	-2%	1.9%	12%	2%	-6%
O=C1CC2(CCCC2)CC(=O)N1c1ccccc1	-4%	0.5%	0%	7%	-2%
CCn1c(/C=C/c2ccccc2)nc2ccccc21	74%	i	70%	4%	-5%

Next section (two carried over from the part before).
SMILES	M. tuberculosis	VEEV TC-83 Vero	H37Rv inhibition	Salmonella PhoP GFP	H1N1 NS1A inhibition	others
O=C1CC2(CCCC2)CC(=O)N1c1ccccc1	-4%	0.5%	0%	7%	-2%
CCn1c(/C=C/c2ccccc2)nc2ccccc21	74%	i	70%	4%	-5%
CCN(CC)c1ccc(/C=C(/C#N)C(=O)NCc2ccccc2)o1	40%	5.3%	10%	-6%	2%
CCN(CC)S(=O)(=O)c1cc(NC(=O)Cn2cnc3ccccc3c2=O)ccc1C	24%	1.4%	-11%	6%	1%	VEEV TC-83 Vero 10K pilot screen=0.1
CCCC(=O)NC(NC(=S)Nc1ccc(S(N)(=O)=O)cc1)C(Cl)(Cl)Cl (stereo not given)	-9%	i	2%	-1%	-6%
CCOC(=O)N1CCN(C(=O)c2ccc(OC)c(S(=O)(=O)N3CCOCC3)c2)CC1	8%	i	3%	-7%	2%
COc1ccccc1-n1nnnc1SC(C)C(=O)NC1CCCC1 (stereo not given)	5%	4.0%	-6%	4%	-4%
CCN(CC)CCOC(=O)C1c2ccccc2Oc2ccccc21	-19%	1.0%	-6%	-14%	7%
COc1ccc(CC(=O)Nc2ccc(OC)c(NC(=O)c3ccco3)c2)cc1	17%	i	1%	4%	8%
CCOC(=O)c1nn(-c2ccccc2C)c(=O)c2c(N)scc12	9%	0.7%	-5%	1%	6%
N#Cc1nc(COc2ccccc2Cl)oc1N1CCCCCC1	.	0.8%	.	.	18%
COC(=O)c1cn(NC(=O)C2CCCCC2)c(=O)c2ccccc12	-3%	1.3%	1%	2%	6%
O=C(CN1CCN(Cc2ccccc2)CC1)N/N=C/c1ccc(Br)s1	21%	0.8%	10%	0%	3%
CC1=NN(c2ccccc2)C(=O)/C1=C\c1cc(C)n(-c2cccnc2)c1C	6%	1.9%	-17%	-7%	5%
CCOC(=O)CCP(=O)(O)C(O)(c1ccccc1)c1ccccc1	-1%	0.6%	-16%	-1%	-18%
COc1ccc(-c2nn(-c3ccccc3)cc2C(=O)NCCCn2ccnc2)cc1	27%	i	4%	-8%	6%
COC(=O)c1ccccc1NC(=O)CCn1c(=O)oc2ccccc21	23%	0.5%	11%	-3%	13%
Cc1nc(C)c(-c2csc(NCc3ccco3)n2)s1	7%	0.3%	61%	1%	1%
COc1cccc(NC(=O)COC(=O)COc2cccc3c2OC(C)(C)C3)c1	17%	0.0%	5%	-5%	-10%
O=C(COc1ccc2ccccc2c1)N1c2ccccc2Sc2ccccc21	8%	i	4%	-4%	-10%
COc1cc(/C=N/NC2=NS(=O)(=O)c3ccccc32)cc(OC)c1OC	9%	0.2%	7%	-21%	-26%
CCC1(c2ccccc2)NC(=O)N(CC(=O)Nc2nnc(C3CC3)s2)C1=O (stereo not given)	1%	1.4%	-26%	-9%	-10%
CC(C)(NO)/C(=N/O)c1cccs1	-13%	i	-10%	-11%	3%
CCOC(=O)c1c(C)c(C(=O)NC2CCCCCC2)c(C)n1C	.	0.1%	.	.	5%
COc1ccc(NC(=O)C2CC2)cc1S(=O)(=O)N1CCOCC1	6%	0.3%	1%	.	-6%
CCCOc1ccc(N2C(=O)CC(N3CCN(c4ccc([N+](=O)[O-])cc4)CC3)C2=O)cc1 (stereo not given)	78%	0.2%	-5%	-7%	1%
COC(=O)C1Cc2ccccc2CN1S(=O)(=O)c1ccc(C)cc1 (stereo not given)	11%	0.7%	0%	9%	-6%

Six records drawn at random from the list so far, as already listed:
SMILES	M. tuberculosis	VEEV TC-83 Vero	H37Rv inhibition	Salmonella PhoP GFP	H1N1 NS1A inhibition	others
COC(=O)c1cn(NC(=O)C2CCCCC2)c(=O)c2ccccc12	-3%	1.3%	1%	2%	6%
CCOC(=O)CCP(=O)(O)C(O)(c1ccccc1)c1ccccc1	-1%	0.6%	-16%	-1%	-18%
COC(=O)c1ccccc1NC(=O)CCn1c(=O)oc2ccccc21	23%	0.5%	11%	-3%	13%
CCN(CC)CCOC(=O)C1c2ccccc2Oc2ccccc21	-19%	1.0%	-6%	-14%	7%
COc1ccccc1-n1nnnc1SC(C)C(=O)NC1CCCC1 (stereo not given)	5%	4.0%	-6%	4%	-4%
CCCC(=O)NC(NC(=S)Nc1ccc(S(N)(=O)=O)cc1)C(Cl)(Cl)Cl (stereo not given)	-9%	i	2%	-1%	-6%

Later entries.
SMILES	M. tuberculosis	VEEV TC-83 Vero	H37Rv inhibition	Salmonella PhoP GFP	H1N1 NS1A inhibition	others
Cc1ccc(C(=O)N/C(=C/c2ccccc2F)C(=O)NCCCn2ccnc2)cc1	-4%	1.2%	-6%	1%	-7%
COc1ccc(CN2CCN(CC(=O)Nc3ccccc3C(=O)NC3CC3)CC2)cc1F	8%	6.1%	-4%	.	-7%
CC(=C/c1ccccc1)/C=N/NC(=O)c1cc(C)oc1C	-14%	0.6%	2%	-8%	-4%
O=C(CCn1cnc2ccccc2c1=O)Nc1ccc(S(=O)(=O)N2CCCCC2)cc1	0%	3.2%	1%	2%	4%
COc1ccccc1N1CCN(/N=C/c2c(C)nn(-c3ccccc3)c2C)CC1	2%	2.9%	32%	-6%	11%
COc1ccc(OC)c(C2=Nn3c(nnc3-c3ccncc3)SC2)c1	0%	5.7%	-3%	4%	11%
Cc1nc2ccccc2cc1C(=O)O	-8%	0.9%	0%	-1%	7%
CCOC(=O)C(CCCOc1ccccc1C)C(=O)OCC	36%	0.2%	?	-25%	-13%
S=c1nc2[nH]c3ccccc3c2n[nH]1	.	6.3%	.	.	1%
Cc1cccc(OCc2nc(-c3ccccn3)n[nH]2)c1	79%	13%	15%	-12%	16%
CCC(=O)N1CCC2(CC1)Oc1ccc(Cl)cc1C(=O)C21CC(c2ccc(Cl)cc2)=NO1 (stereo not given)	26%	2.5%	?	-6%	-8%
O=C(CCN1CC1)OCCOC(=O)CCN1CC1	.	i	.	.	0%
CCSc1nnc(-c2cc(Br)ccc2NC(C)=O)c(=O)[nH]1	17%	0.2%	6%	-3%	9%
O=C(Cc1cccs1)Nc1nnc(SCC(=O)NC2CCCCC2)s1	1%	3.1%	-4%	-5%	3%
Cc1ccc(C(=O)Nc2ccc(N3CCN(C)CC3)cc2)c(Cl)c1	13%	0.3%	-5%	5%	-2%
Cc1cc(C)nc(NC(=O)c2ccc(Cl)cc2Cl)n1	-2%	i	-7%	-12%	-9%
COc1cc(/C=C2\C(=O)NC(=O)N(c3ccccc3)C2=O)cc(OC)c1O	-1%	2.6%	0%	1%	12%
COc1cc(/C=C/C(=O)OCC(=O)NCCC2=CCCCC2)ccc1O	36%	i	0%	-4%	3%
COc1ccc(Cn2c(O)c(C=NCCCn3ccnc3)c(=O)[nH]c2=O)cc1	2%	1.3%	5%	-22%	-16%
COc1ccc(OCc2nc(-c3ccc(F)c(F)c3)cs2)cc1	40%	1.6%	2%	9%	-5%
CC(=O)c1cccc(CN2CCC(C(=O)Nc3ccc(Oc4cccnc4)cc3)CC2)c1	41%	6.4%	16%	-9%	-4%

The order is random. About 1.4% of those tested had a hit in this group.
